High-throughput results deposited in PubChem BioAssay by National Center for Advancing Translational Sciences (NCATS).
TDP43 rescue: rescues yeast growth from TDP-43 toxicity; TDP-43 expressing yeast growth rescue, BacTiter-Glo, 24 h; Potency, µM (series often up to 46.1 µM), without a hit: at the highest dose growth rescue (activation), usual class: activators; actives 1.8% (n = 410,000); also: % of control where 0% means no effect; nearly all actives have a fitted effect of over 50% in size
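Readout is BacTiter-Glo luminescence of cell growth, so inhibitors register as activators. TDP-43-expressing yeast at OD600=0.02 in galactose medium, after raffinose pregrowth to mid-log, were incubated with compound for 24 hr at 30 deg C.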
EPAC1 agonist: activates human EPAC1 exchange factor; O95398; EPAC1 agonist qHTS, biochemical assay; response scale: 100% = response to 6.5 mM cAMP; Potency, µM (highest dose often 154 µM), without a hit: at the highest dose activation, most hits filed as activators; actives 0.073% (n = 360,000); also: nearly all actives have a fitted effect of over 60% in size
Target sequence (O95398 whole entry, looked up): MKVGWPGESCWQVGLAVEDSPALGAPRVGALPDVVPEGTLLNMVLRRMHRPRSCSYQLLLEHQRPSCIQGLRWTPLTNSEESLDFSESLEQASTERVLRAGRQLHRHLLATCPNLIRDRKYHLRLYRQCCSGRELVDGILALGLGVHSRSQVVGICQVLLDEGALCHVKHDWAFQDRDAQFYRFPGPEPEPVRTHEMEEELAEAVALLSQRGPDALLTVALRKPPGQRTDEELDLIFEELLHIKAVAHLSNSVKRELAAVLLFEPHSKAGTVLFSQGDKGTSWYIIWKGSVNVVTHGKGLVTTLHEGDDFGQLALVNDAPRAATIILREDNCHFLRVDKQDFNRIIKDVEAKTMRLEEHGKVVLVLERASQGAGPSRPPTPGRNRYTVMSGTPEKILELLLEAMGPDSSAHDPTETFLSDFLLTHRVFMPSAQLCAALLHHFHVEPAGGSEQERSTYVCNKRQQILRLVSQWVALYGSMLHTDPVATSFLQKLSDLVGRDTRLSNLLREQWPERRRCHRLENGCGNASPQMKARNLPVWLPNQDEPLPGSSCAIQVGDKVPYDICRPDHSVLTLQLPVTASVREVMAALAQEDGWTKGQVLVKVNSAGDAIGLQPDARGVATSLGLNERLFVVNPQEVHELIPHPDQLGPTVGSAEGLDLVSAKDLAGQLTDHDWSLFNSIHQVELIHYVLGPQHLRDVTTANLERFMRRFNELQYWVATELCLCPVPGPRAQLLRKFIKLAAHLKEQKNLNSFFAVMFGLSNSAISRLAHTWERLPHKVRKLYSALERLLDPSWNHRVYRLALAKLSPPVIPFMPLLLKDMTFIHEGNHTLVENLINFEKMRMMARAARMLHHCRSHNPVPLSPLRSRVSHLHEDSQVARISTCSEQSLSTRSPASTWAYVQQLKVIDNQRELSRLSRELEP
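EPAC1 100 nM, Rap1B–BODIPY-GDP 250 nM, unlabeled GDP 50 uM; compound titration; 5 min RT; kinetic read ex480/em540 at 5-min intervals ×30 min; data normalized to 6.5 mM cAMP agonist control.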
PTHR1 ag: activates the human parathyroid hormone receptor PTHR1. HEK293 GP2 PTHR1 cells, GloSensor cAMP luminescence, 1 h. Potency, µM (titrated, usually from 115 µM), inactives show at the highest dose activation, usual class: activators. actives 0.075% (n = 410,000); also: nearly all actives have a fitted effect of over 55% in size; some results filed as inactive show a strong effect at the top dose; inactives centre near -15; many of its hits are not listed in these tables
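HEK-293-derived GP2 cells expressing PTHR1 and a GloSensor cAMP reporter, 3,000/well, plated overnight, given luciferin plus IBMX (each 0.5 mM as added) for 1 h at 37 °C, then compound for 1 h at 37 °C. Luminescence was read after 15 min at room temperature.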
EPAC2 ag: EPAC2 (human) agonism; Q8WZA2; EPAC2 activation, biochemical qHTS; response scale: 100% = 6.5 mM cAMP response; Potency, µM (series often up to 154 µM), without a hit: top-dose activation, usual class: activators; actives 0.079% (n = 360,000); also: nearly all actives have a fitted effect of over 50% in size
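qHTS, titration series. 100 nM EPAC2 / 250 nM Rap1B-BODIPY-GDP / 50 uM GDP; RT; ex 480/em 540 nm, 5-min reads to 30 min. Norm. to 6.5 mM cAMP = activation.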
FUS suppressor: rescues growth of FUS-expressing yeast | S. cerevisiae FUS-expressing, growth rescue, OD600, 24 h | Potency, µM (top dose mostly 76.6 µM), without a hit: top-dose growth rescue (activation), actives largely listed as activators | actives 0.24% (n = 390,000) | AID 1347120;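 also: plate controls were DMSO vehicle for no effect and reference control for full effect; nearly all actives have a fitted effect of over 55% in size; some results filed as inactive show a strong effect at the top dose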
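Restored growth of FUS-toxic S. cerevisiae, read as 600 nm absorbance after 24 h at 30C in galactose medium (starting OD 0.005). Controls CP55940 and DMSO.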
EPAC1 antagonist: EPAC1 (human) antagonism; O95398; Potency, µM (titrated, usually from 115 µM), inactives show top-dose activity change, negative = inhibition, usual class: inhibitors; actives 0.14% (n = 360,000); AID 720709; EPAC1 GEF assay, Rap1b-BODIPY-GDP exchange fluorescence;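 also: plate controls were vehicle for no effect and positive control for full effect; nearly all actives have a fitted effect of over 50% in size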
aSyn rescue: inhibitors of alpha-synuclein toxicity in yeast; Potency, µM (doses to about 46.1 µM), for inactives: at the highest dose growth rescue (activation), actives largely listed as activators; Yeast expressing alpha-synuclein, growth rescue, BacTiter-Glo, 24 h; actives 0.14% (n = 370,000); also: % of control where 0% means no effect; nearly all actives have a fitted effect of over 65% in size
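Galactose-induced alpha-syn yeast (OD600=0.02, raffinose-pregrown) + pinned cpd, 24 hr, 30 deg C; growth by BacTiter-Glo luminescence. Growth restoration scores as activation.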
EPAC2 antag: EPAC2 (human) antagonism; Q8WZA2; EPAC2 GEF exchange of Rap1B-BODIPY-GDP, fluorescence; Potency, µM (doses to about 114 µM), for inactives: at the top dose activity, negative = inhibition, most hits filed as inhibitors; actives 0.18% (n = 360,000); AID 720708; also: % is scaled to controls: 0 for no effect and ±100 for the full control effect; nearly all actives have a fitted effect of over 45% in size; many of its hits are not listed in these tables
Starred values were filed as active, the others as inactive; i = inactive; ? = inconclusive; . = no result given; & = joins results of further samples; [ ] = another dose, or the depositor's remark. Calls follow the shape of the dose curve; as a rule, active = well fitted curve in the direction sought with a large enough effect; inconclusive = small, poorly fitted or top-dose-only effect, or another doubt; inactive = no such curve, though single readings can be large; an effect the other way counts as inactive or inconclusive. Potency is read from the fitted curve at half-maximal effect. A portion of the library; rates above refer to the full screens.

SMILES | TDP43 rescue | EPAC1 agonist | PTHR1 ag | EPAC2 ag | FUS suppressor | EPAC1 antagonist | aSyn rescue | EPAC2 antag
Nc1ccc(S(=O)(=O)NC2(C(F)(F)F)NC(=O)N(c3ccc(F)cc3)C2=O)cc1 (centres undefined) | -10% | -5% | -6% | 1% | 28% | -3% | 5% | 13%
Cc1ccc(NC(=O)N2CCCCCC2)cc1C | 0% | 7% | -17% | 0% | 10% | -4% | -10% | 0%
CCCC(C(=O)NC1CCCC1)N(C(=O)c1snc(C(N)=O)c1N)c1ccc(F)cc1 (centres undefined) | -13% | -17% | -13% | -9% | 26% | 4% | -1% | 4%
N#Cc1c(=O)c2nc(NCc3ccccc3)ncc2n2ccccc12 | 3% | -10% | i | -6% | 29% | 11% | 10% | 3%[57.1 µM]
C/C(=N\NC(=O)c1cc(C)nc2ccccc12)c1ccc([N+](=O)[O-])cc1 | 10% | -2% | i | -3% | -1% | 3% | 1% | 14%
Nc1ccc(C(=O)c2ccc3c(c2)OCCO3)cc1N | -7% | 7% | -16% | 0% | ? | 2% | -5% | 3%
COc1ccc(S(=O)(=O)N2CC(C)N(S(=O)(=O)c3ccc(OC)cc3)CC2C)cc1 (centres undefined) | -12% | 3% | -5%[57.5 µM] | 9% | 9% | -6% | -1% | -17%[57.1 µM]
CC(C)(C)[C@@H]1CCC(=O)N(CC[C@H](N=[N+]=[N-])c2ccccc2)CC1 | 14% | -3% | -26% | 2% | 23% | -11% | 2% | -4%
Cc1nn(CC2CCCCC2)c(N)c1-c1ccccc1 | -8% | -2% | -15%[57.5 µM] | 7% | -2% | -3% | -18% | 1%
C=CCNCCOc1ccc(C)cc1[N+](=O)[O-] | -7% | 7% | -28% | 3% | -23% | 5% | -5% | 16%
CCOC(=O)C1=C(CSc2nc(C)cc(C)c2C#N)OC(N)=C(C#N)C1c1cccs1 (centres undefined) | -5% | 6% | -21%[57.5 µM] | 2% | 22% | 13% | -4% | -1%
CCc1cccc(CC)c1-n1c(SCn2nnc3ccccc3c2=O)nnc1-c1cccnc1 | 14% | -1% | -15%[57.5 µM] | 9% | 34% | 0% | 20% | -25%
O=C(CC12CC3CC(CC(C3)C1)C2)NCc1ccco1 | 11% | 3% | -17% | 16% | 0% | 19% | -2% | -5%
Cc1ccc(S(=O)(=O)c2c(C)cc(-c3ccccc3)[nH]c2=O)cc1 | 12% | -3% | -24% | -2% | 24% | 15% | -12% | 12%
O=c1[nH]nc(-c2ccccc2)cc1-c1ccccc1 | ? | 2% | -21% | 7% | 8% | 4% | 20% | 7%

Ordered by the number under EPAC2 ag (falling): 3 from the list above.
compound	EPAC2 ag
O=c1[nH]nc(-c2ccccc2)cc1-c1ccccc1	7%
CC(C)(C)[C@@H]1CCC(=O)N(CC[C@H](N=[N+]=[N-])c2ccccc2)CC1	2%
N#Cc1c(=O)c2nc(NCc3ccccc3)ncc2n2ccccc12	-6%

Other records
SMILES | TDP43 rescue | EPAC1 agonist | PTHR1 ag | EPAC2 ag | FUS suppressor | EPAC1 antagonist | aSyn rescue | EPAC2 antag
O=C(NCCCc1ccc(F)cc1)C1CCC(=O)N(CC2CCCCC2)C1 (centres undefined) | -2% | -1% | i | 7% | . | 4% | 3% | -5%
COC(=O)[C@]1(C)N[C@H](CN(C)C(C)=O)[C@@H]2C(=O)N(C)C(=O)[C@@H]21 | 10% | -3% | -4% | 10% | -29% | -2% | 2% | -6%
O=C(C1CCN(C2CCN(C/C(Cl)=C/c3ccccc3)CC2)CC1)N1CCOCC1 | 11% | 14% | -5% | 9% | 12% | 3% | 3% | -7%
O=C(O)C1CCN(C(=O)CCN2C(=O)S/C(=C\c3ccccc3)C2=O)CC1 | 15% | -7% | i | 0% | -8% | -7% | 9% | 8%
Fc1ccc(Cn2nnnc2CN2CCc3ccccc3C2)cc1 | 12% | 7% | -13% | 4% | -7% | -6% | 1% | -13%
O=C(COC(=O)c1cc([N+](=O)[O-])ccc1N1CCOCC1)NCc1ccc(Cl)cc1Cl | ? | 0% | i | 7% | 14% | -4% | 2% | -3%
NC1=NC(c2ccc(Br)cc2)n2c(nc3ccccc32)N1 (centres undefined) | -21%&-16% | 0%&-1% | 26%[57.5 µM] | -2%&0% | 9%&29% | 7%&4% | -3%&1% | 2%&3%
Cc1cccc(C)c1-n1nnnc1C(c1ccnc2ccccc12)N(C)Cc1ccccc1 (centres undefined) | 22% | 11% | -56%[inhibitor] | 20% | -3% | 6% | -7% | 2%
CNC(=O)COC(=O)c1cccc(S(=O)(=O)N2CCN(c3ccc(F)cc3)CC2)c1 | -1% | 11% | i | 7% | -13% | -16% | 0% | 24%
COC(=O)CCC(=O)OC1(C)C(=O)C2=CN(CCc3c[nH]c4ccccc34)C(c3ccc(OC)cc3)=CC2=C(Br)C1=O (centres undefined) | 0% | -14% | -14% | 2% | 26% | 1% | 7% | 13%
CC(C)=NN1C(=O)c2ccccc2NC1(C)C | -4% | 9% | -14% | 8% | -1% | -15% | -4% | 9%
CC(C)CCNC(=O)NC(=O)COC(=O)CNC(=O)C1CCCCC1 | 10% | -4% | i | -3% | -25% | -4% | ? | -20%
O=C(/C(C=Nc1ccc(Br)cc1)=C(/O)c1ccco1)C(F)(F)F | 8% | 3% | -42%[inhibitor] | 10% | -2% | -18% | 22% | -2%
COc1ccccc1NC(=O)CSc1nnc(-c2ccncc2)n1CC1CCCO1 (centres undefined) | 12% | 3% | -3% | -5% | 10% | 8% | 5% | 5%
O=C1CCN(Cc2ccccc2)CCN1CCO | -12% | -11% | -13% | 5% | -23% | -5% | 1% | -9%

Two records drawn at random from those above:
SMILES | TDP43 rescue | EPAC1 agonist | PTHR1 ag | EPAC2 ag | FUS suppressor | EPAC1 antagonist | aSyn rescue | EPAC2 antag
CNC(=O)COC(=O)c1cccc(S(=O)(=O)N2CCN(c3ccc(F)cc3)CC2)c1 | -1% | 11% | i | 7% | -13% | -16% | 0% | 24%
COc1ccccc1NC(=O)CSc1nnc(-c2ccncc2)n1CC1CCCO1 (centres undefined) | 12% | 3% | -3% | -5% | 10% | 8% | 5% | 5%

Remaining list, next part
SMILES | TDP43 rescue | EPAC1 agonist | PTHR1 ag | EPAC2 ag | FUS suppressor | EPAC1 antagonist | aSyn rescue | EPAC2 antag
COCCC(=O)N1CCCC(C(=O)c2ccc3c4c(cccc24)CC3)C1 (centres undefined) | 14% | -9% | i | -2% | 10% | -13% | 6% | -2%
CN(C)c1ccc(C(CNS(=O)(=O)c2cccc([N+](=O)[O-])c2)N2CCOCC2)cc1 (centres undefined) | 0% | 4% | -9% | 2% | 26% | -7% | 1% | 12%
CCOC(=O)N1CCN(Cc2nc3c(c(=O)[nH]c(=O)n3C)n2Cc2ccccc2C)CC1 | -15% | 13% | i | 0% | 26% | -1% | 0% | -2%
COC(=O)c1sccc1NC(=O)c1cc(-c2ccc(C)cc2)nc2ccccc12 | -16% | -8% | i | 7% | . | -3% | 0% | 10%
O=C1CNC(=O)/C1=C/c1ccccc1 | -4%[0.397 µM] | -1% | 1% | 1% | -5% | -11% | -3% | -3%
NC(=O)NC(=O)COC(=O)c1ccccc1Oc1ccccc1 | 3% | -5% | -15%[57.5 µM] | -5% | 0% | 11% | 3% | -1%
COCCOC(=O)C1=C(C)OC(N)=C(C#N)C1c1cc2cccc(C)c2nc1Cl (centres undefined) | 18% | -1% | -4% | 6% | 10% | ? | 4% | ?
CCOC(=O)c1c(CN2CCCCC2)oc2ccc(OC)cc12 | -15%&19% | 6%&-16% | -12%[57.5 µM] | -8%&0% | 16%&-31% | 11%&-24% | 0%&4% | 0%&-29%
Cn1cccc1Cc1nnc(SCC(=O)NC2CCCC2)n1-c1ccc(F)cc1 | 4% | -4% | -19% | 6% | 26% | -14% | -5% | 8%
COc1cc(C2NC(=O)C(C#N)=C(Nc3cccc(C)c3)S2)ccc1O (centres undefined) | 10% | -2% | -10% | 6% | 7% | -7% | -1% | -2%
O=C1c2ccccc2C(c2nnnn2-c2ccc3c(c2)OCCO3)N1Cc1cccc(F)c1 (centres undefined) | 20%&26% | -1%&-2% | -8% | 8%&12% | 16%&25% | 6%&-20% | 1%&11% | -8%&-18%
CC(C)Cc1cc(C(=O)Nc2c(F)cc(F)cc2Br)no1 | ? | -3% | -26% | -3% | -15% | -2% | 4% | -7%
O=[N+]([O-])c1ccccc1S(=O)(=O)Nc1ccc(-c2ccc(N3CCCC3)nn2)cc1 | 20% | -1% | i | 7% | 10% | -17% | 2% | 13%
Cn1cc(SCC(=O)Nc2nccs2)c2ccccc21 | 25% | 12% | -34%[inhibitor] | 26% | -6% | 1% | -4% | 3%
Cc1ccc2ccccc2c1COC(=O)c1nonc1N | ? | 24% | i | 22% | 25% | 2% | ? | -6%
CCOC(=O)c1nc(C)nc(Sc2n[nH]c(-c3cc(C(F)(F)F)cc(C(F)(F)F)c3)n2)c1C | 14% | -4% | -28% | -9% | 1% | -11% | 13% | -27%
CCN(CC)S(=O)(=O)c1ccc2[nH]c(=O)cc(C(=O)Nc3ccc(C)cc3)c2c1 | -24% | -7% | -57%[inhibitor] | 5% | 19% | -2% | 0% | 12%
CN(C)c1ccc(CNC(=O)C2(C)Cc3c(-c4cccc(C(F)(F)F)c4)ccnc3O2)cc1 (centres undefined) | 7% | -12% | -43%[inhibitor] | 8% | 35% | -19% | ? | ?
COc1ccc(-c2noc(CN(C)C3CCOCC3)n2)cc1 | 6% | -3% | -8% | -7% | -41% | 0% | 2% | -2%
C=C(C)C(=O)Nc1cccc(C2=NOC3(C2)C[C@@H](C(N)=O)N(C(=O)CCCCC)C3)c1 (some centres undefined) | 7% | 29% | i | -2% | 21% | -22% | -3% | 26%
CCS(=O)(=O)N1CCN(C(=O)COc2ccc(-c3ccccc3)cc2)CC1 | ? | 5% | -34%[inhibitor] | -1% | 17% | 6% | 2% | -3%
O=C(NCc1ccccc1F)C1CCCN1C(=O)NCc1ccccc1 (centres undefined) | 0% | 10% | i | 3% | 15% | -11% | 30% | -1%
C[C@H]1CCC[C@]2(C)C[C@H]3OC(=O)C(CN4CCCCCC4)[C@H]3C=C12 (some centres undefined) | 22% | -1% | i | 5% | -22% | -9% | 2% | 3%
COc1ccc(C2CC(=O)c3c(ccc4ccccc34)N2)cc1OC (centres undefined) | 13% | -6% | -8% | 0% | -1% | -3% | -3% | 4%
COCC(=O)NC1CC(C)(C)Cc2c1cnn2-c1ccc(F)cc1 (centres undefined) | 11% | -17% | i | -7% | 4% | 0% | 1% | 2%
COc1ccc(COC(=O)CCc2c[nH]c3ccccc23)cc1F | ? | 7% | i | 26% | 24% | -7% | 4% | -20%
